# FXN GAA850 act: activators of GAA850 frataxin (FXN) promoter; 360,000 tested, 0.56% active; HEK293 lucGAA850 FXN promoter luciferase reporter, 24 h; percent of 10 µM SAHA response; activation, % at 6 µM;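 active means activation above the average of all compounds screened plus 3 SD, cutoff fixed separately per campaign, cut at about 7.5% in these data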;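 further: 0% = DMSO wells and 100% = 10 µM SAHA wells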
# NR0B1 inh: inhibits human nuclear receptor DAX1. 340,000 tested, 0.99% active. P51843. HEK293 Gal4-DAX1 luciferase reporter, luminescence. inhibition, % at 6.75 µM;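 active means inhibition above the mean over all tested compounds plus 3 SD, cut at about 4.2% in these data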;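 further: 0% = DAX1-transfected cells with DMSO and 100% = empty-vector control cells with DMSO; inhibition shows as a rise in luminescence from relieved DAX1 repression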
# Target sequence (P51843 207-470 limits assumed): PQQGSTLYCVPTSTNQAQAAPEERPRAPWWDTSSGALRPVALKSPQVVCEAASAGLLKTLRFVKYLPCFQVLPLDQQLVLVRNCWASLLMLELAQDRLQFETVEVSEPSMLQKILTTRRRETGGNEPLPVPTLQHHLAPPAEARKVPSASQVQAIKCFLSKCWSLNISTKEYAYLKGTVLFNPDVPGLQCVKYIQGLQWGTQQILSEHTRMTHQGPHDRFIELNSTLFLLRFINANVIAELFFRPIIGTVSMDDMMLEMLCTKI
# Numbers without * were called inactive.
SMILES,FXN GAA850 act,NR0B1 inh
CC(O)CN1C(=O)C(CC(=O)Nc2ccc(Cl)cc2)SC1=Nc1ccccc1 (centres undefined),-1.0,-1.2
N#CC1=C(N)S[C@H](C(=O)C23CC4CC(CC(C4)C2)C3)[C@H]1c1ccncc1,8.5*,0.1
CCO/C=C1\C(=O)N(c2ccccc2)C(=O)c2ccccc21,-2.1,0.5
CCCN1CCN(C2CCCCC2NS(=O)(=O)c2ccc(Cl)cc2)CC1 (centres undefined),-1.0,0.8
O=C(Cc1ccc(S(=O)(=O)N2CCOCC2)s1)N1CCN(c2cccc(C(F)(F)F)c2)CC1,-1.3,-1.3
NS(=O)(=O)c1ccc(CCNC(=O)C2CCN(S(=O)(=O)c3cccc4cccnc34)CC2)cc1,2.2,0.0
COC(=O)CCC(=O)OC1(C)C(=O)C2=CN(CCc3ccccn3)C(c3ccc(OC)cc3)=CC2=C(Br)C1=O (centres undefined),0.0,-0.8
O=C(CSC1=Nc2ccccc2C2=NC(c3ccccc3)C(=O)N12)NCC1CCCO1 (centres undefined),2.2,0.4
C=CCn1c(-c2cc(OC)c(OC)c(OC)c2)n[nH]c1=S,2.0,-0.1
O=C(COc1c(Br)cc(Br)c2cccnc12)N1CCc2ccccc2C1,-0.3,0.4
CCCCC1=CC2=C(c3ccco3)C(=O)C(C)(OC(=O)c3ccc(OC)cc3)C(=O)C2=CN1CCN1CCOCC1 (centres undefined),0.2,0.3
c1cncc(Nc2nc(-c3cccs3)cs2)c1,3.4,1.9
C#CCOCCOCCOCCNc1nc(N2CCN(C(=O)CCCCCCCCCCNC(=O)Cn3cc(CCCCCN)nn3)CC2)nc(N2CCN(C(=O)CCCCCCCCCCNC(=O)[C@@H]([C@H](C)O)n3cc(C)nn3)CC2)n1,0.1,0.6
C[C@@H]1O[C@@H](OC[C@H]2O[C@@H](Oc3cc(O)c4c(=O)cc(-c5ccc(O)c(O)c5)oc4c3)[C@H](O)[C@@H](O)[C@@H]2O)[C@H](O)[C@H](O)[C@H]1O,0.4,1.1
CN(CC1CCCO1)S(=O)(=O)c1ccc(C(=O)Nc2nc(-c3ccccn3)cs2)cc1 (centres undefined),-3.4,-2.4
Cc1ccc(C(c2cc(Cl)c3cccnc3c2O)N2CCN(C)CC2)cc1 (centres undefined),1.3,-0.5
O=C(O)C(S)C(S)C(=O)O (centres undefined),-0.8,0.1
CCCn1c(SCC(=O)O)nc2ccccc21,0.2,-0.7
CC1=Nc2ccccc2/C1=C/c1sc(=N)n(-c2nccs2)c1O,0.5,-2.1
COc1cc(CN2CCN(S(=O)(=O)c3ccc(NC(C)=O)cc3)CC2)cc(OC)c1O,3.0,2.0
O=C(O)C1CCCCC1C(=O)Nc1ccc(F)cc1F (centres undefined),-2.0,0.9
Clc1nc(-c2ccccc2)cc(-c2ccc(Br)cc2)n1,0.6,-0.3
O=C(NC(c1ccccc1)c1ccccc1)C1(c2cccs2)CCOCC1,-2.7,-0.4
Oc1ccc(CN2CCCc3ccccc32)c2cccnc12,2.8,-0.1
CCc1nn2c(=O)cc(CSCC(=O)Nc3ccccc3Cl)nc2s1,1.5,1.5
# (more compounds)
SMILES,FXN GAA850 act,NR0B1 inh
COc1ccc(C[C@H]2CN3C(=NC[C@H]3Cc3ccccc3)N2CCNC(=O)c2ccc(C)c(Br)c2)cc1,-8.9,-0.8
CCC1CCCCN1CCCNC(=O)Cn1cnc2sc(C)c(S(=O)(=O)N3CC(C)CC(C)C3)c2c1=O (centres undefined),-1.4,1.1
COc1cccc(-c2nnc(NC(=O)c3ccc(S(=O)(=O)N(CC(C)C)CC(C)C)cc3)o2)c1,-0.2,4.1
Nc1sc2c(c1C(=O)NC1CCS(=O)(=O)C1)CCC2 (centres undefined),3.2,0.2
CCOc1ccccc1CNC(=O)Cn1ccc2cc(S(=O)(=O)N3CCC(C)CC3)ccc21,1.6,-0.2
CCCC(=O)n1nc(-c2ccco2)nc1SCc1ccccc1,0.6,0.2
CCC(=O)Nc1cccc(NC(=O)c2cccc([N+](=O)[O-])c2)c1,-1.6,1.4
COc1ccc(C(=O)Nc2ccc(NC(C)=O)cc2)cc1S(=O)(=O)N1CCCCC1C (centres undefined),1.1,0.8
CCCCC(=O)Nc1nc(C)c(-c2csc(Nc3ccc(Cl)cc3)n2)s1,-0.7,0.8
COc1ccc(C)cc1NC(=O)CN(C)S(=O)(=O)c1ccc2c(c1)c(=O)n(C)c(=O)n2C,-1.4,1.3
COc1cccc(-n2c(C)nn(C)c2=O)c1,-0.5,0.2
COc1cc(Br)cc(/C=N/c2ncn[nH]2)c1O,-0.4,0.5
Cc1c(C(=O)Nc2nc(-c3ccccn3)cs2)oc2ccccc12,0.2,-0.1
Cc1ccc(C(=O)OC(C)C(=O)c2cc(C)c(C)cc2C)o1 (centres undefined),-0.1,0.1
CCCCN(CCCC)S(=O)(=O)c1ccc(NS(=O)(=O)c2ccc(NC(C)=O)cc2)cc1,-1.4,0.8
C[C@H]1CN([C@@H](C)CO)C(=O)c2cccc(NC(=O)c3cnccn3)c2O[C@@H]1CN(C)S(=O)(=O)c1ccc(F)cc1,-0.5,0.5
CCN1CCN(c2cc(N3CCN(C(=O)c4ccco4)CC3)c3c4c(onc24)-c2ccccc2C3=O)CC1,2.6,-0.5
COc1ccc(C(=O)N/N=C/c2sc3ccccc3c2O)cc1,-0.9,-0.4
COc1ccc(N2CCN(C(=O)COc3cccc4ccccc34)CC2)cc1,2.5,-0.5
COc1cccc2c1cc1c(=O)n(CC(=O)NCCCN3CCCCC3)nc(C)n12,1.5,0.3
CCOC(=O)N1CCN(c2nc(-c3ccccc3)c3ccccc3n2)CC1,1.7,0.3
CCN(CC(=O)Nc1ccc(NC(C)=O)cc1)C(=O)c1cccc(-n2cccc2)c1,0.1,0.1
C=CC(=O)Nc1cccc(N(C)c2ccnc(Nc3ccc(N4CCN(C)CC4)cc3)n2)c1,0.7,-4.0
COC(=O)Cn1c(CN2CCN(c3ccc(F)cc3)CC2)nc2c1c(=O)n(C)c(=O)n2C,-1.9,-2.9
COc1ccc(N2C(=O)CCC2(C(N)=O)c2ccccc2)cc1 (centres undefined),1.8,-0.8
# Later entries.
SMILES,FXN GAA850 act,NR0B1 inh
CN(CC(=O)Nc1ccc(Cl)c(C(F)(F)F)c1)CC(=O)NC1CCCCC1,0.9,-1.0
Cc1nc2c(C(=O)NCc3ccc4c(c3)OCO4)c[nH]n2c(=O)c1Cc1ccccc1F,-0.5,0.1
CSc1ncccc1C(=O)NNc1cc(Cl)ccc1Cl,1.4,-0.8
COc1ccc(C(=O)N/N=C(\C)c2ccc3c(c2)C2C=CCC2C(c2ccccc2)N3)cc1 (centres undefined),1.0,-1.2
Cc1cccnc1NC(=O)C1CCC1,2.5,1.1
O=C(CSc1nnc(CNC(=O)c2c(F)cccc2F)o1)NCc1ccco1,-0.3,-0.8
O=S(=O)(NC1CC(NS(=O)(=O)OCC(Cl)(Cl)Cl)C2CCCCC12)OCC(Cl)(Cl)Cl (centres undefined),3.7,0.3
ON=C1c2cc(OCCN3CCCCC3)ccc2-c2ccc(OCCN3CCCCC3)cc21,4.5,2.0
Cc1ccc(C)c(N2CCN(C(=O)c3cc4ccccn4n3)CC2)c1,0.6,-0.6
O=C(NCCc1ccccc1)c1ccc(Cl)c(S(=O)(=O)N2CCCC2)c1,4.6,0.1
COCCNC(=O)C1=C(N)C(C(=O)Nc2ccc(C)c(S(=O)(=O)N3CCCCC3)c2)SC1=Nc1ccc(C)cc1C (centres undefined),0.1,2.0
COc1cc2nc(C3CCC3)nc(N3CCN(c4ccccn4)CC3)c2cc1OC,4.1,-1.5
Cn1ncc(Br)c1NC(=O)Nc1ccccc1,0.6,-0.7
COc1ccccc1CNC(=O)c1ccc(SC)cc1OC,-0.2,-1.7
O=C(NCc1cccnc1)NC1(C(F)(F)F)Oc2ccc(Cl)cc2O1 (centres undefined),12*,-0.3
COc1cc(NC(=O)Cc2ccccc2)nc(OC)n1,1.7,-0.6
CCOC(=O)CSC1=NC(=O)/C(=C/c2ccc(OC)cc2)S1,6.0,0.4
CCCSc1nsc(NC(=O)C(c2ccccc2)c2ccccc2)n1,0.8,0.7
CC(C)c1ccc(C2CC(=O)N3CN(C)CSC3=C2C#N)cc1 (centres undefined),0.3,-1.6
Cc1ccccc1-c1nc(CS(=O)CC(=O)NC(C)CCc2ccccc2)c(C)o1 (centres undefined),0.6,0.0
COc1ccc(-c2oc(NC(=O)CSc3ncn[nH]3)c(C#N)c2-c2ccc(OC)cc2)cc1,-3.0,1.4
CC(=O)c1ccc(NC(=O)CSc2nnc(NC(=O)c3ccco3)s2)cc1,2.1,0.3
O=C1CSC(=S)N1/N=C/c1ccc(O)c(O)c1O,0.2,0.2
O=C(CCN1CCC(c2ccccc2)C1)c1ccccc1 (centres undefined),0.2,0.5
CCCc1cnc(N2CCN(C(=O)c3ccc(OC)cc3)CC2)nc1,-0.4,-1.6
# Other compounds follow:
SMILES,FXN GAA850 act,NR0B1 inh
CC(C)C[C@H](NC(=O)OC(C)(C)C)C(=O)N[C@@H](CO)[C@H](O)[C@@H]1C[C@@H]1C(=O)N(C)C,0.0,0.0
O=C(C[C@H]1C[C@H](C(=O)N2CCCCC2)[C@@]2(CCc3ccccc3)c3[nH]c4ccc(Cl)cc4c3CCN2C1=O)NCCN1CCOCC1,2.3,-0.5
COc1ccc(Cn2c(C3CC3)nc3ccc(NC(=O)c4cccnc4)cc3c2=O)cc1,-2.8,0.3
CCOC(=O)CNC(=O)c1sc2ncnc(N3CCc4ccccc4C3)c2c1C,-0.5,-0.2
CN1CC2CCCC3(C1)C(=O)NC1(CCCCC1)N=C23 (centres undefined),3.4,0.3
Cc1nc(SCC(=O)NCc2ccco2)c2c(=O)n(C)c(=O)n(CC(C)C)c2n1,1.0,-0.4
C#CCOCCOCCOCCNc1nc(N2CCN(C(=O)CCCCCCCCCCNC(=O)Cn3cc(C[C@@H](C)O)nn3)CC2)nc(N2CCN(C(=O)CCCCCCCCCCNC(=O)[C@@H]([C@H](C)CC)n3cc(CCCCCN)nn3)CC2)n1,-0.1,0.2
CCN1C[C@@H]2[C@@H]3C(=O)N(Cc4ccccc4)C(=O)[C@@H]3[C@](C)(C(=O)OC)N2C1=NC,1.1,-0.8
CC(=O)c1sc(Nc2nc(C)cc(C)n2)nc1C,0.0,-1.0
O=C(Cc1ccc(Cl)cc1)Oc1cccc2cccnc12,0.1,3.1

# Entries from the list above containing a Cl atom (13):
SMILES,FXN GAA850 act,NR0B1 inh
CC(O)CN1C(=O)C(CC(=O)Nc2ccc(Cl)cc2)SC1=Nc1ccccc1 (centres undefined),-1.0,-1.2
CCCN1CCN(C2CCCCC2NS(=O)(=O)c2ccc(Cl)cc2)CC1 (centres undefined),-1.0,0.8
Cc1ccc(C(c2cc(Cl)c3cccnc3c2O)N2CCN(C)CC2)cc1 (centres undefined),1.3,-0.5
Clc1nc(-c2ccccc2)cc(-c2ccc(Br)cc2)n1,0.6,-0.3
CCc1nn2c(=O)cc(CSCC(=O)Nc3ccccc3Cl)nc2s1,1.5,1.5
CCCCC(=O)Nc1nc(C)c(-c2csc(Nc3ccc(Cl)cc3)n2)s1,-0.7,0.8
CN(CC(=O)Nc1ccc(Cl)c(C(F)(F)F)c1)CC(=O)NC1CCCCC1,0.9,-1.0
CSc1ncccc1C(=O)NNc1cc(Cl)ccc1Cl,1.4,-0.8
O=S(=O)(NC1CC(NS(=O)(=O)OCC(Cl)(Cl)Cl)C2CCCCC12)OCC(Cl)(Cl)Cl (centres undefined),3.7,0.3
O=C(NCCc1ccccc1)c1ccc(Cl)c(S(=O)(=O)N2CCCC2)c1,4.6,0.1
O=C(NCc1cccnc1)NC1(C(F)(F)F)Oc2ccc(Cl)cc2O1 (centres undefined),12*,-0.3
O=C(C[C@H]1C[C@H](C(=O)N2CCCCC2)[C@@]2(CCc3ccccc3)c3[nH]c4ccc(Cl)cc4c3CCN2C1=O)NCCN1CCOCC1,2.3,-0.5
O=C(Cc1ccc(Cl)cc1)Oc1cccc2cccnc12,0.1,3.1

# Full records from above. Screens in order: FXN GAA850 act	NR0B1 inh
# `CC(C)C[C@H](NC(=O)OC(C)(C)C)C(=O)N[C@@H](CO)[C@H](O)[C@@H]1C[C@@H]1C(=O)N(C)C` is listed with 0.0	0.0
# `COc1ccc(Cn2c(C3CC3)nc3ccc(NC(=O)c4cccnc4)cc3c2=O)cc1` is listed with -2.8	0.3
# `CN1CC2CCCC3(C1)C(=O)NC1(CCCCC1)N=C23` (centres undefined) is listed with 3.4	0.3
# `O=C(Cc1ccc(Cl)cc1)Oc1cccc2cccnc12` is listed with 0.1	3.1

# Compound activity as filed in PubChem.

# The list is partial; rates above refer to the full screens.
